Bioassay records deposited in PubChem by Sanford-Burnham Center for Chemical Genomics.
ATG4B inhibitor: ATG4B (human) cysteine protease inhibition; inhibition, % at 8.33 µM; ATG4B cleavage of LC3-PLA2, NBD-HPC fluorescence, 1 h; Q9Y4P1; 0.51% of 340,000 active; in the data active means inhibition above about 40%
Target sequence (Q9Y4P1 whole entry, looked up): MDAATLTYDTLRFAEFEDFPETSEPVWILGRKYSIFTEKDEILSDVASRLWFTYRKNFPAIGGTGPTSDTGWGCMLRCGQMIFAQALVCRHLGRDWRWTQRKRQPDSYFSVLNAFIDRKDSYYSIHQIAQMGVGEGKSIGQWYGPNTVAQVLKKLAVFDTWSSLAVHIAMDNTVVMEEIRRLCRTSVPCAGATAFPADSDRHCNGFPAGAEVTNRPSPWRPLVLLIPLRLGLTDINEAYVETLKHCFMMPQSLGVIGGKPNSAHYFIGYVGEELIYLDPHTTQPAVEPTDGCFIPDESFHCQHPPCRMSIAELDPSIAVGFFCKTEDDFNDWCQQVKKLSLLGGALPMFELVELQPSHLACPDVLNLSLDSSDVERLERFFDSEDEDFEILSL
SENP8 block: blocks human SENP8 cleavage of Nedd8 substrate. Q96LD8. recombinant SENP8, Nedd8 substrate fluorescence. inhibition, % at 20 µM. 0.64% of 360,000 active. AID 602440; in the data active means inhibition mostly above about 40%, no sharp cut-off; inactive means mostly below about 27%
Target sequence (Q96LD8 whole entry, looked up): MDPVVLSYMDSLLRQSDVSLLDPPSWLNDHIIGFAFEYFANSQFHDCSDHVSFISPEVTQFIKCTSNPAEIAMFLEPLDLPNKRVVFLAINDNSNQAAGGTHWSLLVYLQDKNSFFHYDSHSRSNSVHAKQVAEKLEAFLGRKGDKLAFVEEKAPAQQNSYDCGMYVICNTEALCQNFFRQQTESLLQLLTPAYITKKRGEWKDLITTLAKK
MPTP block: permeability transition pore inhibition | inhibition, % at 10 µM | isolated mouse mitochondria, Ca2+ swelling absorbance, 30 min | 1.4% of 360,000 active;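 active means inhibition of 50% or more, scaled per plate between neutral and stimulator controls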;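 further: 0% = DMSO wells given calcium and 100% = 1 mM EGTA wells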
NR3A LBD binder: NR3A (human) ligand-binding domain modulation; NR3A LBD differential scanning fluorimetry, Tm shift; 0% = protein alone, 100% = glycine-bound protein; Tm shift relative to glycine control, % at 25 µM; 2.5% of 340,000 active; AID 1259313;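 active means melting temperature shift of at least 10% of the positive control shift, at one fixed dose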
SENP7 block: inhibitors of human SENP7 protease. AID 434973. recombinant SENP7, Z-RLRGG-aminoluciferin luminescence, 40 min. inhibition, % at 5 µM. Q9BQF6. 1.5% of 330,000 active;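 active means inhibition above about 50% at the single test dose, limit read from the data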;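 further: plate controls were DMSO with enzyme for no effect and no enzyme buffer wells for full effect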
PfGluPho inh: PfG6PD (Plasmodium falciparum) enzyme inhibition; 0.78% of 350,000 active; inhibition, % at 20 µM; PfGluPho enzyme, NADPH resazurin-diaphorase fluorescence; AID 504690;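 active means inhibition reaching at least a set limit at 20 µM in the primary screen, cut at about 59% in these data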;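 further: 0% = DMSO wells with substrate and 100% = DMSO wells lacking glucose-6-phosphate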
SENP6 block: SENP6 protease inhibition; Q9GZR1; Recombinant SENP6 catalytic domain, aminoluciferin luminescence; inhibition, % at 10 µM; 1.8% of 330,000 active;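 active means inhibition above about 50% at the single tested dose, limit read from the data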;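 further: plate controls were DMSO wells with enzyme for no effect and DMSO wells lacking enzyme for full effect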
Target sequence (Q9GZR1 628-1112 limits assumed): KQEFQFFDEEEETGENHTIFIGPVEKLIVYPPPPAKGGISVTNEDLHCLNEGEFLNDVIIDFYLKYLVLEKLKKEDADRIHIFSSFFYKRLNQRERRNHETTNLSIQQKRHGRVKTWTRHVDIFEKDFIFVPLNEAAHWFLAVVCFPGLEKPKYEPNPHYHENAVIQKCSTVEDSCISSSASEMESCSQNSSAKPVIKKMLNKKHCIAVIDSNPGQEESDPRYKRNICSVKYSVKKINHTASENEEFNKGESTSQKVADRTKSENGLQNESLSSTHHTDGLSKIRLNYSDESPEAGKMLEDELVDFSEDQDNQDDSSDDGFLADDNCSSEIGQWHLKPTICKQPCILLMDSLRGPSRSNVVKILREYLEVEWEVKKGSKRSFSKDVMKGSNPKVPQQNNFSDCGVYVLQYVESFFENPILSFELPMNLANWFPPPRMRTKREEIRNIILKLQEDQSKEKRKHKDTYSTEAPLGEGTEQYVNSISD
HKDC1 inh: blocks human hexokinase HKDC1 activity; Q2TB90; recombinant HKDC1, G6PDH/diaphorase resazurin coupled fluorescence; inhibition, % at 20 µM; 0.16% of 340,000 active; AID 493160;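 active means inhibition above about 35% when tested at 20 µM, limit read from the data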;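 further: plate controls were DMSO wells with enzyme for no effect and DMSO wells lacking enzyme for full effect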
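Material – in-house recombinant HK5 (HKDC1) enzyme · Quantity – HKDC1 at 5 µg/mL · Buffer or medium – pH 8.0 Tris buffer with 10 mM MgCl2 · Reagent – glucose with 1 mM ATP · Dosing – single 20 µM dose · Times – reaction time 90 min, room temperature, protected from light · Technique – resorufin fluorescence at 613 nm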
Numbers without * were called inactive; / = no result given.

item	structure	ATG4B inhibitor	SENP8 block	MPTP block	NR3A LBD binder	SENP7 block	PfGluPho inh	SENP6 block	HKDC1 inh
1	COc1ccc(S(=O)(=O)N2CCOCC2)cc1NC(=O)/C=C/c1ccc(F)cc1	-14.2	-0.5	0.6	0.4	-19.0	12.0	-2.3	-16.4
2	COc1ccc([C@H]2CC(=O)C=C(c3ccc(Cl)c(C(F)(F)F)c3)C2)cc1	6.5	12.3	0.2	-18.9	-1.5	8.6	-17.5	6.0
3	Cc1ccc2nc(Nc3nc(CSc4nc5ccccc5s4)cc(=O)[nH]3)nc(C)c2c1	-7.2	9.3	1.5	-1.5	0.8	3.7	-13.2	-11.0
4	Cc1ccc(C(=O)N/C(=C/c2cn(-c3ccccc3)nc2-c2ccccc2)C(=O)O)cc1	6.6	3.7	1.5	-2.2	-0.5	-20.7	16.9	5.6
5	COc1ccc(Cl)cc1NC(=O)CNCC(c1ccccc1)N(C)C (stereo not drawn)	-6.4	17.1	4.9	0.1	-1.6	-3.8	0.2	-7.4
6	Cc1cc(C)cc(N(CC(=O)NC2CCCCC2)C(=O)CCC(=O)Nc2cc(C)ccn2)c1	-2.7	18.1	1.0	0.3	/	2.2	/	-3.3
7	O=C(CSc1ncn[nH]1)N1CCN(c2nnc(-c3ccccc3)c3ccccc23)CC1	-9.7	1.9	1.5	1.1	-10.3	12.9	3.8	-1.1
8	C/C(=N\NC(=O)c1ccc(Br)cc1)C1C(=O)c2ccccc2C1=O	29.9	17.7	73.8*	13.5*	56.6*	-3.6	97.2*	8.4
9	COc1ccc(CNS(=O)(=O)c2ccc3c(c2)N(C)CCO3)cc1	1.2	0.4	1.7	-0.3	-3.7	10.1	-1.1	-2.9
10	COc1ccc(-c2nc(SC)n(C)c(=O)c2C#N)cc1OC	0.2	-490.1	-3.3	0.3	-5.2	-10.4	-5.9	-6.2
11	CC(C)c1ccc(NC(=O)C2C3C=CC4(O3)C2C(=O)N(CCCN2CCCCC2)C4C(=O)NC2CCCCC2)cc1 (stereo not drawn)	-3.8	4.1	0.6	-0.4	-2.2	-4.9	-21.5	-0.3
12	Nc1nonc1-n1nncc1-c1ccccc1	1.6	25.7	0.0	-2.1	16.0	-2.0	-7.6	-2.0
13	O=C(CSc1nc(-c2cccs2)cc(C(F)(F)F)n1)Nc1cc(OCC(F)(F)F)cc([N+](=O)[O-])c1	-2.3	11.8	99.9*	14.6*	-4.9	-11.3	-12.7	-2.2
14	CCC1CCCCN1CCCNC(=O)Cn1nc(-c2ccc(C)cc2)ccc1=O (stereo not drawn)	6.8	-25.2	-0.3	0.5	2.6	4.3	-3.6	-7.9
15	COc1ccc(S(=O)(=O)N2CCN(CC(=O)NC3CC3)CC2)cc1	2.0	5.3	-0.3	0.7	-1.2	-10.7	-10.5	-3.1
16	COC(=O)C(/C=N/O)NC(=O)c1ccccc1 (stereo not drawn)	1.6	5.5	-2.0	-4.3	-0.8	-3.1	-9.8	-14.5
17	CC(C)(C)C1CCCCC1NC(=O)c1ccncc1 (stereo not drawn)	3.8	7.7	-0.3	-2.6	-4.1	-4.1	6.9	-7.7
18	C=CCN1c2ccccc2C(=O)C(C)S1(=O)=O (stereo not drawn)	/	-58.3	-1.8	1.6	3.2	-1.7	/	2.7
19	Oc1c(Cl)cc(Cl)cc1C=Nc1cc(C(F)(F)F)ccc1N1CCc2ccccc2C1	29.3	-111.6	9.5	0.5	99.1*	72.2*	15.3	8.8
20	COc1cc(/C=N/OCC(=O)NC2CCCCC2C)ccc1OCc1ccc(Cl)cc1 (stereo not drawn)	18.1	9.3	11.6	0.9	3.0	15.0	9.5	5.7
21	Cc1ccc(CS(=O)(=O)c2ccccc2-c2nnc(-c3ccc(Cl)cc3)o2)cc1	4.1	-4.7	0.0	-1.3	-10.2	1.2	16.7	-8.0
22	CCCOc1ccc(C(=O)CCC(=O)OCC(=O)N2CCN(S(=O)(=O)c3ccc(C)cc3C)CC2)cc1	-5.1	2.6	-0.1	-3.5	/	-20.0	/	3.2
23	O=C1[C@H]2[C@@H](c3ccc(F)cc3)N3C(=O)N(c4cccc(Cl)c4)C(=O)[C@@]3(Cc3ccccc3)[C@H]2C(=O)N1C1CCCCC1	-6.5	21.1	1.5	1.0	2.0	3.7	-17.2	1.6
24	CCCOC(=O)Nc1nnc(CCC)s1	7.7	11.7	-2.0	-0.8	4.0	-5.6	-18.5	-6.8
25	O=C(Nc1cccn(Cc2ccccc2)c1=O)NC1CCCCC1	-13.0	-226.7	-0.7	-1.7	4.0	-17.3	0.2	3.6
26	O=C(CCN1CCCCCC1)Nc1cccc(F)c1	1.5	10.2	-1.2	1.0	-5.7	-11.3	-15.2	-9.2
27	COc1ccc(C=Nc2cccc3ncccc23)cc1	-11.2	-1.5	-2.1	-1.3	7.7	12.3	0.5	-6.0
28	COc1ccc(C)cc1NC(=O)C(Sc1nnc(Nc2ccccc2F)s1)c1ccccc1 (stereo not drawn)	8.4	27.7	-1.3	-3.7	-7.0	4.0	-8.8	-1.7
29	COc1ccc(N2CCN(C(=O)c3cccc(NC4=NC5CS(=O)(=O)CC5S4)c3)CC2)cc1 (stereo not drawn)	-5.1	15.2	-1.5	2.0	2.1	-1.0	-5.7	-0.6
30	O=C(O)c1ccc(Cl)c(S(=O)(=O)Nc2ccc3[nH]c(=O)[nH]c3c2)c1	-2.1	-27.6	1.4	-0.8	7.0	50.0	-16.1	14.0

A different layout for part of the listing above.
(20) COc1cc(/C=N/OCC(=O)NC2CCCCC2C)ccc1OCc1ccc(Cl)cc1 (stereo not drawn)
(28) COc1ccc(C)cc1NC(=O)C(Sc1nnc(Nc2ccccc2F)s1)c1ccccc1 (stereo not drawn)
(18) C=CCN1c2ccccc2C(=O)C(C)S1(=O)=O (stereo not drawn)
Assay by compound	20	28	18
ATG4B inhibitor	18.1	8.4	/
SENP8 block	9.3	27.7	-58.3
MPTP block	11.6	-1.3	-1.8
NR3A LBD binder	0.9	-3.7	1.6
SENP7 block	3.0	-7.0	3.2
PfGluPho inh	15.0	4.0	-1.7
SENP6 block	9.5	-8.8	/
HKDC1 inh	5.7	-1.7	2.7

Of the compounds above, two contain a COOH group:
item	structure	ATG4B inhibitor	SENP8 block	MPTP block	NR3A LBD binder	SENP7 block	PfGluPho inh	SENP6 block	HKDC1 inh
4	Cc1ccc(C(=O)N/C(=C/c2cn(-c3ccccc3)nc2-c2ccccc2)C(=O)O)cc1	6.6	3.7	1.5	-2.2	-0.5	-20.7	16.9	5.6
30	O=C(O)c1ccc(Cl)c(S(=O)(=O)Nc2ccc3[nH]c(=O)[nH]c3c2)c1	-2.1	-27.6	1.4	-0.8	7.0	50.0	-16.1	14.0

Later entries
item	structure	ATG4B inhibitor	SENP8 block	MPTP block	NR3A LBD binder	SENP7 block	PfGluPho inh	SENP6 block	HKDC1 inh
31	Cc1ccc(S(=O)(=O)NC(=O)Nn2c(C)nnc2C)cc1	-3.2	15.5	-1.3	1.8	-8.2	-2.4	-13.1	-5.6
32	Cc1cccc(NC(=O)CN2CCCCCC2)c1	-0.1	4.8	-0.2	0.1	-2.0	-33.3	32.5	2.1
33	CN(C)Cc1nc2ccccc2c(=O)n1CC#N	-1.1	3.6	-0.6	1.9	4.9	-0.9	3.5	0.9
34	COC(=O)c1ccc(CN2C(=O)NC(c3ccccc3)(c3ccccc3)C2=O)o1	6.4	19.0	0.6	2.0	1.6	-11.9	-12.7	3.4
35	CSc1ccc(/C=C2\NC(=O)NC2=O)cc1	14.7	-483.1	0.6	2.6	-2.9	1.0	-42.1	1.6
36	CC(/C=C1\SC(=S)N(CCCC(=O)Nc2ccc(C(=O)O)c(O)c2)C1=O)=C\c1ccccc1	41.1*	/	/	-7.1	/	-33.1	/	16.2
37	CCC(Oc1ccccc1)C(=O)Nc1nnc(S(=O)(=O)Nc2ccccc2)s1 (stereo not drawn)	-2.5	19.7	37.3	-6.4	18.1	-37.5	-10.5	0.5
38	Cc1cc(C)cc(NC(=O)Nc2ccc3c(c2)N(C)C(=O)CS3)c1	-14.5	4.6	49.3	3.9	-10.3	9.4	-9.8	-1.8
39	Cc1csc(=O)n1CCC(=O)OCC(=O)Nc1ccc(S(N)(=O)=O)cc1	-6.1	8.7	-0.5	-1.6	12.7	1.3	6.5	-9.3
40	O=C(CSC1=NCCS1)N1CCN(c2ccc(Cl)cc2)CC1	-11.6	6.9	2.8	2.4	-1.2	4.7	0.5	1.1
41	Cc1ccc(OCc2cc(C(=O)N(C)CCn3ccnc3C)no2)cc1C	-6.4	7.8	-1.8	7.0	4.6	-0.7	10.0	-6.2
42	CC1(C)Cc2nc(N)c(C(=O)NCCO)cc2CO1	-4.7	-481.7	-2.2	1.8	-7.4	-2.1	-8.0	-5.1
43	CC(/C=N/Nc1ccc2nncn2n1)=C\c1ccccc1	-3.8	-114.2	3.8	-3.3	3.1	7.0	-26.5	5.2
44	O=C1N/C(=N/S(=O)(=O)c2ccccc2)S/C1=C/c1cccnc1	-9.1	-1.9	1.1	-5.4	-1.1	-25.3	2.6	-5.1
45	O=C(Nc1nnc(C(F)(F)F)s1)c1c(F)cccc1F	-7.1	5.0	-0.3	3.2	7.4	31.9	6.4	4.1
46	COCCN(C(=O)c1cc(-c2ccncc2)nc2ccccc12)c1c(N)n(CC(C)C)c(=O)[nH]c1=O	2.3	-1.6	-0.4	-0.3	4.2	-4.4	6.2	0.8
47	COc1ccccc1N1CCN(Cc2cccc(OC)c2OC)CC1	-9.9	4.6	1.0	4.0	6.3	10.3	-10.3	-5.5
48	Cc1ccc2cc3cc(C(=O)N4CC(C)CC(C)C4)oc3nc2c1 (stereo not drawn)	44.9*	-38.9	1.1	2.4	1.8	10.8	-1.9	4.6
49	COc1cc(S(=O)(=O)N2CCN(c3ccccc3)CC2)ccc1Cl	-1.9	13.2	0.4	0.5	9.3	-0.2	-5.9	-3.2
50	CCCc1cc(=O)n2[nH]c(C)cc2n1	3.5	-23.2	2.9	-0.6	3.0	6.5	1.2	-3.5
51	CCOc1ccc(CCNC(=O)CSc2cc(=O)n(C)c3ccccc23)cc1OCC	-11.1	-4.9	-0.5	-1.1	1.0	6.5	0.2	5.0
52	C=CCNc1nc2ccccc2nc1NS(=O)(=O)c1ccc(Br)cc1	-1.9	-316.2	8.1	-1.4	1.7	-19.2	0.7	-2.8
53	COCCCNC(=O)CC(NS(=O)(=O)c1ccc(Cl)cc1)c1ccco1 (stereo not drawn)	5.3	21.9	-1.6	0.3	5.2	9.2	-7.8	-2.3
54	Cc1nc2c(C#N)c(-c3ccc(Cl)cc3)ccn2n1	-3.0	-96.2	-5.5	-0.9	0.2	7.2	29.0	-1.7
55	CC1(C)Cc2c(sc3nc(-c4ccccc4Cl)n(N)c(=O)c23)CO1	-17.5	8.7	-2.7	1.1	4.1	-4.0	21.8	-6.6
56	Cc1ccc(CNC(=O)[C@@H](NC(=O)C2CCN(C(=O)[C@@H](N)CC(C)C)CC2)C(C)C)cc1	-5.9	7.1	0.4	-3.7	-15.1	4.1	-35.7	-1.0
57	Cc1ccc(S(=O)(=O)C2(C(=O)Nc3ccc(C(C)C)cc3)CC2)cc1	1.8	17.9	1.1	-1.6	-0.8	19.1	-14.2	-4.9
58	CCN(CC)CCn1c2c(c(SCC(=O)Nc3cc(C)on3)nc1=O)CCCC2	-4.8	7.1	-1.0	-3.3	-8.0	-0.8	-9.3	-2.9
59	COc1cc2c(cc1OC)CN(C(=O)c1cc(S(=O)(=O)N3CCOCC3)ccc1Cl)CC2	-18.9	13.3	1.0	0.0	-5.2	11.6	2.1	13.5
60	COc1ccc(CNC(=O)C(=O)NCc2ccncc2)cc1	0.1	8.8	-0.7	-3.4	-8.2	-5.9	-17.5	3.5
61	Cc1ccc(CN2CCN(C3CCC3)CC2CCO)cc1 (stereo not drawn)	-1.2	-8.1	-0.3	0.7	-6.2	-1.6	6.3	1.9

Full records, quoted from the list. Order of values: ATG4B inhibitor	SENP8 block	MPTP block	NR3A LBD binder	SENP7 block	PfGluPho inh	SENP6 block	HKDC1 inh
CCOc1ccc(CCNC(=O)CSc2cc(=O)n(C)c3ccccc23)cc1OCC as listed: -11.1	-4.9	-0.5	-1.1	1.0	6.5	0.2	5.0
Cc1ccc(CN2CCN(C3CCC3)CC2CCO)cc1 (stereo not drawn) as listed: -1.2	-8.1	-0.3	0.7	-6.2	-1.6	6.3	1.9
